Tb hexokinase: T. brucei hexokinase 1 inhibition; recombinant TbHK1, G6PDH-coupled NADH A340; inhibition, % at 10 µM; 220,000 compounds, 0.11% hits; AID 1430;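 active = inhibition of 50% or more in the single-dose primary screen; inactive = inhibition below 50%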
thrombin 1536: blocks human thrombin protease activity; alpha-thrombin, Boc-VPR-AMC fluorogenic substrate cleavage; P00734; inhibition, % at 5 µM; 220,000 compounds, 0.26% hits; AID 1046;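 active = inhibition at or above 40%; inactive = inhibition below 40%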;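 also: 0% = enzyme with no compound and 100% = wells without enzyme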
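signal = AMC fluorescence, 355/460 nm | material = human alpha-thrombin enzyme | control set = enzyme without compound as high, wells lacking enzyme as low | times = reaction at room temperature | read-out basis = percent inhibition scaled between no-compound controls and no-enzyme blanks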
KCC2 mod: modulates chloride dependent transport by human KCC2 | 190,000 compounds, 2.2% hits | AID 1456 | Q9H2X9 | KCC2 cells, thallium flux FluoZin-2 fluorescence | B-score of Tl+ flux slope (higher = more flux/activation; lower = inhibition) at 10 µM;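 active = thallium flux slope and its plate-corrected score both differing from the plate sample mean at a set confidence after two filtering rounds, in either direction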;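 also: slope of fluorescence scaled to starting intensity during 10 to 20 s after thallium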
TRPN1 ag: activates the zebrafish TRPN1 channel; 220,000 compounds, 0.18% hits; HEK293 zebrafish TRPN1-YFP, Fluo-8 calcium fluorescence; 100% = response to 87 µM carbachol; activation, % at 3 µM;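 active = activation above its plate's cutoff, the mean activation of test wells on that plate plus 3 SD, cut at about 19% in these data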;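 also: 0% = DMSO alone and 100% = 87 µM carbachol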
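Material: zebrafish TRPN1-YFP in HEK293 cells. Doses: one dose of 3 µM, 0.3% DMSO. Incubation: dye 1 h 37 °C plus 30 min RT. Measured by: intracellular calcium fluorescence with Fluo-8.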
Furin inh: human furin inhibition | purified furin, fluorogenic substrate cleavage | inhibition, % at 30 µM | 220,000 compounds, 0.061% hits | AID 463115; in the data active = inhibition above about 25%; also: inactives centre near -15
Target sequence (P09958 108-714 limits assumed): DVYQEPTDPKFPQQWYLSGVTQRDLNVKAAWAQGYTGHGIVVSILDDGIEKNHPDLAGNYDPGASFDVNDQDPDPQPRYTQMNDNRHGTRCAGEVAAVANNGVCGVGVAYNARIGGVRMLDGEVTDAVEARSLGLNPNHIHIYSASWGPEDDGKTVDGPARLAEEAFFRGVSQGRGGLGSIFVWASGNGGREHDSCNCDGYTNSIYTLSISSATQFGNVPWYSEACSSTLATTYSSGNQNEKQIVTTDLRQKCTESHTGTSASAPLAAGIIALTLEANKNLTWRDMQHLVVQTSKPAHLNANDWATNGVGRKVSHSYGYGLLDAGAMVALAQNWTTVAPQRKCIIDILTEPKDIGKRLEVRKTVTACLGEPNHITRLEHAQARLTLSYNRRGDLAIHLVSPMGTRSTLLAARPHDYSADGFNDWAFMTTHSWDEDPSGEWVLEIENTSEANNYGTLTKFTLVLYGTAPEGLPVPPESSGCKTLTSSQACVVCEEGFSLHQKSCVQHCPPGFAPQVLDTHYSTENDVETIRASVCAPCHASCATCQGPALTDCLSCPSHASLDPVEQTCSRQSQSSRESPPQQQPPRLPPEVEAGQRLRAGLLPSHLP
EBV gp42 inh: inhibitors of Epstein-Barr virus glycoprotein 42 | 220,000 compounds, 0.42% hits | inhibition, % (tested at 21.74 µM) | Fluorescence polarization binding assay, mP read-out; in the data active = inhibition above about 50%
Target sequence (Q1HVG2 whole entry, looked up): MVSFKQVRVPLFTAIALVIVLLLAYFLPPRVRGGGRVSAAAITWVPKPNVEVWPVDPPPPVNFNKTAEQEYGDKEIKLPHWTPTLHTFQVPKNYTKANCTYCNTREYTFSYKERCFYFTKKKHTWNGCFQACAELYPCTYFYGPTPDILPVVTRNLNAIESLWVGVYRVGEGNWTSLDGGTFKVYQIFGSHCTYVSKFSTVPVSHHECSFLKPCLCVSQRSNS
TRPML3 ag: human mucolipin-3 channel agonism; HEK293 TRPML3-YFP, Fluo-8 calcium fluorescence; 100% = the carbachol control signal; activation, % at 3 µM; 220,000 compounds, 0.29% hits; AID 1448;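 active = activation above its plate's cutoff, the mean activation of the plate's test wells plus 3 SD, cut at about 12% in these data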;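 also: 0% = DMSO only wells and 100% = carbachol wells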
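Material: TRPML3-YFP stable HEK293 cells | Dosing: One concentration, 3 µM nominal, 0.3% DMSO | Timing: 125 s total fluorescence read per well | Technique: Fluo-8 calcium dye fluorescence, ex 470-495, em 515-575 nm | Measure: Percent activation from peak-to-basal fluorescence ratio, scaled between DMSO and carbachol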
PPC-1+TRAIL kill: PPC-1 cancer cell killing with TRAIL present; AID 1443; 220,000 compounds, 0.41% hits; PPC-1 cells + TRAIL, ATPLite viability luminescence; cell killing (% activity), % at 4 µM;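 active = cell killing above 50% in the first pass at 4 µM, then a duplicate retest at 5 µM averaging 50% or more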;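 also: plate controls were cells with TRAIL plus DMSO for no effect and medium-only wells lacking cells for full effect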
Calpain2 inh: calpain II (pig) inhibition; purified calpain II, fluorogenic peptide substrate, 30 min; inhibition, % at 16 µM; 220,000 compounds, 0.37% hits; AID 1236;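 active = inhibition above about 50%, limit read from the data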
An asterisk follows results filed as active; & = joins results of further samples; ! = not confirmed by another sample; [ ] = another dose, or the depositor's remark.

Screening O=C(NCCCN1CCC(Cc2ccccc2)CC1)c1ccc2nc(N3CCOCC3)sc2c1 returned Tb hexokinase -4, thrombin 1536 33, KCC2 mod -1.1, TRPN1 ag 0.8, Furin inh -5, EBV gp42 inh -9, TRPML3 ag 0.0, PPC-1+TRAIL kill 23 and Calpain2 inh 13.
Screening O=C(Nc1cccc(Cl)c1)c1ccc(-n2cncn2)c([N+](=O)[O-])c1 returned Tb hexokinase -1, thrombin 1536 -1, TRPN1 ag 2.8, Furin inh -22[20 µM], EBV gp42 inh 2, TRPML3 ag 1.4, PPC-1+TRAIL kill -1 and Calpain2 inh -20.
CN1CCC2(CC1)C1CN(C)CC=C1C(C#N)=C(N)C2(C#N)C#N (stereo not drawn) was read as Tb hexokinase -5&-8, thrombin 1536 5&-1, KCC2 mod -0.17, TRPN1 ag 4.5&2.8, Furin inh -11&-21, EBV gp42 inh 76*!, TRPML3 ag 2.0&1.6, PPC-1+TRAIL kill 11&2 and Calpain2 inh -64&-38.
Screening COc1ccc(-n2nc(C(=O)NCc3ccco3)c3ccccc3c2=O)cc1 returned Tb hexokinase -13, thrombin 1536 -2, KCC2 mod -0.2, TRPN1 ag 0.7, Furin inh -11[20 µM], EBV gp42 inh -14, TRPML3 ag 1.1, PPC-1+TRAIL kill 2 and Calpain2 inh -90.
For C=CCc1cc(/C=N/NC(=O)CSc2nnc(CCCc3ccc(OC)cc3)o2)cc(OC)c1O the results were Tb hexokinase -18, thrombin 1536 -3, KCC2 mod 0.12, TRPN1 ag -0.5, Furin inh -1[20 µM], EBV gp42 inh -22, TRPML3 ag -0.6, PPC-1+TRAIL kill 7 and Calpain2 inh -22.
Cc1cccc(OCc2nnc(SCC(=O)N3CCCC3)n2C)c1 was read as Tb hexokinase 3, thrombin 1536 9, KCC2 mod 0.16, TRPN1 ag 0.6, Furin inh -18, EBV gp42 inh -1, TRPML3 ag 0.5, PPC-1+TRAIL kill -8 and Calpain2 inh -1.
Screening O=C(O)CCc1ccc(-c2cccs2)n1NC(=O)c1ccc(Cl)cc1 returned Tb hexokinase 0, thrombin 1536 5, KCC2 mod -3.4, TRPN1 ag 0.8, Furin inh -12[20 µM], EBV gp42 inh -14, TRPML3 ag 0.8, PPC-1+TRAIL kill 3 and Calpain2 inh 10.
Screening Cc1ccc(NC2=C(C(=O)c3ccccc3)N(C)S(=O)(=O)c3ccccc32)cc1 returned Tb hexokinase 2, thrombin 1536 4, TRPN1 ag 0.5, Furin inh -5[20 µM], EBV gp42 inh -23, TRPML3 ag 0.1, PPC-1+TRAIL kill 2 and Calpain2 inh 14.
Screening COC(=O)c1ccccc1NC(=O)c1cc(OC)cc(OC)c1 returned Tb hexokinase 3, thrombin 1536 -9, KCC2 mod -0.091, TRPN1 ag -1.7, Furin inh -22[20 µM], EBV gp42 inh -8, TRPML3 ag 0.2, PPC-1+TRAIL kill 12 and Calpain2 inh -19.
`Cc1ccc2cc3cc(C(=O)NCCCN4CCc5ccccc5C4)oc3nc2c1` gave Tb hexokinase -31, thrombin 1536 3, KCC2 mod -2, TRPN1 ag -0.6, Furin inh -118, EBV gp42 inh -9, TRPML3 ag 0.2, PPC-1+TRAIL kill 10 and Calpain2 inh -396.
For COc1ccc(Nc2nc3ccccc3c(=O)[nH]2)cc1 the results were Tb hexokinase -12, thrombin 1536 0, KCC2 mod -0.031, TRPN1 ag 0.2, Furin inh -13, EBV gp42 inh 0, TRPML3 ag 0.7, PPC-1+TRAIL kill 22 and Calpain2 inh -48.
For Cc1cc(C)c(S(=O)(=O)Nc2ccc3c(c2)CCC3)c(C)c1 the results were Tb hexokinase 34, thrombin 1536 -4, KCC2 mod -1.9, TRPN1 ag -1.5, Furin inh -1, EBV gp42 inh 13, TRPML3 ag -1.0, PPC-1+TRAIL kill 7 and Calpain2 inh 51*.
O=C(CSCc1cccc(Br)c1)N=Nc1c(O)[nH]c2ccccc12 was read as Tb hexokinase -9, thrombin 1536 8, KCC2 mod 0.11, TRPN1 ag -0.7, Furin inh -7, EBV gp42 inh -14, TRPML3 ag -0.2, PPC-1+TRAIL kill 13 and Calpain2 inh 22.
CCOC(=O)C1(CC2CCCCO2)CCN(C(=O)Nc2ccccc2CC)CC1 (stereo not drawn) was read as Tb hexokinase 10, thrombin 1536 5, KCC2 mod -0.04, TRPN1 ag 0.1, Furin inh -3, EBV gp42 inh 8, TRPML3 ag -0.4, PPC-1+TRAIL kill 7 and Calpain2 inh 14.
Screening Cc1ccc(NC(=O)CC2Oc3ccccc3NC2=O)c(C)c1 (stereo not drawn) returned Tb hexokinase -3, thrombin 1536 -4, TRPN1 ag -0.6, Furin inh -42, EBV gp42 inh 13, TRPML3 ag -0.7, PPC-1+TRAIL kill 22 and Calpain2 inh 8.
For Cc1ccc(CNC(=O)CCNC(=O)c2ccc(Br)o2)cc1 the results were Tb hexokinase -3, thrombin 1536 -6, KCC2 mod -0.17, TRPN1 ag 1.2, Furin inh 2[20 µM], EBV gp42 inh -3, TRPML3 ag 0.8, PPC-1+TRAIL kill 5 and Calpain2 inh -24.
For O=C1CCCC/C1=C\Nc1ccc(Cl)cn1 the results were Tb hexokinase -33, thrombin 1536 2, KCC2 mod 1.6, TRPN1 ag 1.9, Furin inh -17[20 µM], EBV gp42 inh -6, TRPML3 ag 0.0, PPC-1+TRAIL kill 2 and Calpain2 inh 9.
Screening Cc1ccc(OCCCC(=O)NC(C)c2ccccc2)cc1 (stereo not drawn) returned Tb hexokinase 4, thrombin 1536 5, TRPN1 ag -0.7, Furin inh -3[20 µM], EBV gp42 inh -18, TRPML3 ag -0.1, PPC-1+TRAIL kill 6 and Calpain2 inh -27.
`Cc1cc(C)c2nc3nc(C)cc(C)c3c(N)c2c1` gave Tb hexokinase -5, thrombin 1536 5, KCC2 mod 0.016, TRPN1 ag 0.5, Furin inh -14, EBV gp42 inh 30, TRPML3 ag -0.3, PPC-1+TRAIL kill 15 and Calpain2 inh inactive.
`CC1(C(=O)N/N=C/c2ccc([N+](=O)[O-])o2)CC1(Br)Br` (stereo not drawn) gave Tb hexokinase -23, thrombin 1536 -1, KCC2 mod -0.028, TRPN1 ag 2.0, Furin inh -4, EBV gp42 inh -5, TRPML3 ag 1.4, PPC-1+TRAIL kill 3 and Calpain2 inh 21.

Filtered by structure, the compounds so far with bromine
O=C(CSCc1cccc(Br)c1)N=Nc1c(O)[nH]c2ccccc12 was read as Tb hexokinase -9, thrombin 1536 8, KCC2 mod 0.11, TRPN1 ag -0.7, Furin inh -7, EBV gp42 inh -14, TRPML3 ag -0.2, PPC-1+TRAIL kill 13 and Calpain2 inh 22.
For Cc1ccc(CNC(=O)CCNC(=O)c2ccc(Br)o2)cc1 the results were Tb hexokinase -3, thrombin 1536 -6, KCC2 mod -0.17, TRPN1 ag 1.2, Furin inh 2[20 µM], EBV gp42 inh -3, TRPML3 ag 0.8, PPC-1+TRAIL kill 5 and Calpain2 inh -24.
`CC1(C(=O)N/N=C/c2ccc([N+](=O)[O-])o2)CC1(Br)Br` (stereo not drawn) gave Tb hexokinase -23, thrombin 1536 -1, KCC2 mod -0.028, TRPN1 ag 2.0, Furin inh -4, EBV gp42 inh -5, TRPML3 ag 1.4, PPC-1+TRAIL kill 3 and Calpain2 inh 21.

Continuation:
For O=C(Oc1csc(=S)n1C(=O)c1ccccc1)c1ccccc1 the results were Tb hexokinase 49, thrombin 1536 -1, KCC2 mod 1.2, TRPN1 ag -1.4, Furin inh -21[20 µM], EBV gp42 inh -23, TRPML3 ag 1.0, PPC-1+TRAIL kill 1 and Calpain2 inh 18.
For CC(C)CC1c2[nH]c3ccccc3c2CCN1C(=O)CCC(=O)N(C)C (stereo not drawn) the results were Tb hexokinase -4, thrombin 1536 -12, KCC2 mod -0.25, TRPN1 ag -0.7, Furin inh -33, EBV gp42 inh 1, TRPML3 ag 0.4, PPC-1+TRAIL kill 8 and Calpain2 inh -33.
For COc1ccc(CCNC(=O)c2cc3ccccn3n2)c(OC)c1OC the results were Tb hexokinase -2, thrombin 1536 -4, KCC2 mod 0.91, TRPN1 ag 1.1, Furin inh -11, EBV gp42 inh -9, TRPML3 ag 0.8, PPC-1+TRAIL kill 15 and Calpain2 inh -13.
`O=C1C=C(OCc2ccccc2)CN1` gave Tb hexokinase 5, thrombin 1536 -2, KCC2 mod -0.082, TRPN1 ag 0.1, Furin inh -13, EBV gp42 inh 0, TRPML3 ag 0.5, PPC-1+TRAIL kill 0 and Calpain2 inh 5.
Screening O=C(O)c1cc2c(cc1Br)OCCCO2 returned Tb hexokinase 2, thrombin 1536 -1, KCC2 mod 0.65, TRPN1 ag 19*, Furin inh -25, EBV gp42 inh -2, TRPML3 ag 0.3, PPC-1+TRAIL kill 29 and Calpain2 inh 3.
CSCc1nnc(NC(=O)c2ccc(S(=O)(=O)N(C)C)cc2)o1 was read as Tb hexokinase -4, thrombin 1536 -1, KCC2 mod -0.33, TRPN1 ag 1.9, Furin inh -19, EBV gp42 inh -11, TRPML3 ag 1.0, PPC-1+TRAIL kill 2 and Calpain2 inh -11.
`c1ccc2c(c1)oc1c(NCc3ccc4c(c3)OCO4)ncnc12` gave Tb hexokinase 2, thrombin 1536 4, KCC2 mod -5.1*, TRPN1 ag 7.7, Furin inh -14, EBV gp42 inh -29, TRPML3 ag 3.3, PPC-1+TRAIL kill 17 and Calpain2 inh 6.
CCC(C)(C(=O)Nc1c(C)cccc1C)N(C)C(=O)c1ccc2ccccc2n1 (stereo not drawn) was read as Tb hexokinase -5, thrombin 1536 -3, KCC2 mod 0.81, TRPN1 ag -1.0, Furin inh -5, EBV gp42 inh -9, TRPML3 ag 0.1, PPC-1+TRAIL kill 6 and Calpain2 inh 8.
For C=CCn1c(CCC(O)COCCC)n[nH]c1=S (stereo not drawn) the results were Tb hexokinase 2, thrombin 1536 -10, TRPN1 ag 0.0, Furin inh -16, EBV gp42 inh -16, TRPML3 ag 1.8, PPC-1+TRAIL kill -1 and Calpain2 inh 5.
CCSC1=C(C#N)C(c2ccc(F)cc2)CC(=O)N1 (stereo not drawn) was read as Tb hexokinase -2, thrombin 1536 -3, TRPN1 ag 0.0, Furin inh -14, EBV gp42 inh -18, TRPML3 ag -0.4, PPC-1+TRAIL kill 20 and Calpain2 inh -9.
Screening COc1cc(/C=C(\C#N)C(=O)Nc2ccccc2C(=O)O)cc(Cl)c1OC returned Tb hexokinase -11, thrombin 1536 -5, KCC2 mod -3, TRPN1 ag -0.4, Furin inh -15, EBV gp42 inh -7, TRPML3 ag -1.0, PPC-1+TRAIL kill 16 and Calpain2 inh 11.
For CCC1C(=O)n2nc(-c3ccccc3)cc2N=C1C (stereo not drawn) the results were Tb hexokinase 4, thrombin 1536 0, KCC2 mod 0.0045, TRPN1 ag 0.4, Furin inh -30[20 µM], EBV gp42 inh -18, TRPML3 ag 0.4, PPC-1+TRAIL kill 6 and Calpain2 inh -62.

Retrieved one by one from the list above, 2 records:
For CC(C)CC1c2[nH]c3ccccc3c2CCN1C(=O)CCC(=O)N(C)C (stereo not drawn) the results were Tb hexokinase -4, thrombin 1536 -12, KCC2 mod -0.25, TRPN1 ag -0.7, Furin inh -33, EBV gp42 inh 1, TRPML3 ag 0.4, PPC-1+TRAIL kill 8 and Calpain2 inh -33.
Screening O=C(O)c1cc2c(cc1Br)OCCCO2 returned Tb hexokinase 2, thrombin 1536 -1, KCC2 mod 0.65, TRPN1 ag 19*, Furin inh -25, EBV gp42 inh -2, TRPML3 ag 0.3, PPC-1+TRAIL kill 29 and Calpain2 inh 3.

Source: PubChem
